Source: PubChem BioAssay
GPR55 antagonists: GPR55 antagonists blocking LPI-driven arrestin recruitment, primary screen, imaging, U2OS, beta-arrestin-GFP, LPI agonist (AID 2013) | U2OS GPR55 beta-arrestin-GFP translocation imaging, LPI antagonism; higher % means a stronger effect | inhibition, % at 10 µM, or IC50 in µM where a hit was titrated | 290,000 compounds, 0.13% hits;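 active = spots per cell inhibited over 60%, with over 100 cells counted and total cytoplasm intensity under 500,000; inconclusive = wells with under 100 cells, flagged as likely toxic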;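 also: U2OS cells stably carrying GPR55 and arrestin-GFP stimulated by 5 µM LPI near EC80; imaged beta-arrestin-GFP aggregate spots per cell after agonist stimulation; plate controls were LPI-stimulated DMSO wells for no effect and DMSO wells without LPI for full effect; some results filed as inactive read as strong as hits; confirmed hits need IC50 under 10 µM and bright autofluorescent wells are also inconclusive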
KOR beta-arrestin-1: KOR antagonists, beta-arrestin recruitment, cell-based, luminescence, uHTS (AID 1778); 290,000 compounds, 0.091% hits; inhibition, % at 10 µM; hits with a dose series show IC50 in µM; KOR beta-arrestin recruitment, luminescence, antagonist mode; higher % means a stronger effect; also: strong numbers were not always called active
NOD1 NF-kB reporter: inhibition of NOD1-driven NF-kB reporter – cell-based, luminescence, uHTS, primary screen (AID 1578); NOD1-driven NF-kB luciferase reporter cells, luminescence; higher % means a stronger effect; one-dose inhibition, % at 4 µM; EC50 in µM for titrated hits; 290,000 compounds, 1% hits; in the data active = inhibition mostly above about 36%, no sharp cut-off; inactive = mostly below about 34%;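 also: HEK-293T reporter cells stimulated with the NOD1 agonist gamma-tri-DAP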
T cell HTS: modulates CD8 T cell binding to vesicles | calls only at 7 µM | 330,000 compounds, 0.068% hits | 2C CD8+ T cell-vesicle binding, flow cytometry; hits give low values | AID 2052;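 active = response, share of CD8 T cells binding vesicles, and their 90th percentile fluorescence all below set limits, cut at about 80% in these data, passing the limit was not always enough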
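Assay system – 2C mouse CD8+ T cells · Also added – QL9-loaded Drosophila micro-vesicles · Timing – Cell–vesicle co-incubation 1.5 h at 37 °C, staining 20 min on ice · Signal – flow cytometry of vesicle-bound cells · Measure – percent CD8+ FL2 mean versus row control · Controls – Peptide-free naked vesicles (low) and QL9 vesicles with 0.7% DMSO vehicle (high)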
NTR1 agonist: agonists of NTR1, primary screen, imaging, U2OS cells, beta-arrestin-GFP, high content (AID 493036); P30989; NTR1-U2OS beta-arrestin-GFP spot imaging, agonist mode; activation, % at 20 µM; 330,000 compounds, 0.17% hits;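 active = activation at or above 40% of the spot to cytoplasm intensity ratio, with at least 20 cells analyzed; inconclusive = wells under 20 cells, flagged as cytotoxic or low count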;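 also: 0% = DMSO without peptide and 100% = 100 nM NTR1 peptide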
Target sequence (P30989 whole entry, looked up): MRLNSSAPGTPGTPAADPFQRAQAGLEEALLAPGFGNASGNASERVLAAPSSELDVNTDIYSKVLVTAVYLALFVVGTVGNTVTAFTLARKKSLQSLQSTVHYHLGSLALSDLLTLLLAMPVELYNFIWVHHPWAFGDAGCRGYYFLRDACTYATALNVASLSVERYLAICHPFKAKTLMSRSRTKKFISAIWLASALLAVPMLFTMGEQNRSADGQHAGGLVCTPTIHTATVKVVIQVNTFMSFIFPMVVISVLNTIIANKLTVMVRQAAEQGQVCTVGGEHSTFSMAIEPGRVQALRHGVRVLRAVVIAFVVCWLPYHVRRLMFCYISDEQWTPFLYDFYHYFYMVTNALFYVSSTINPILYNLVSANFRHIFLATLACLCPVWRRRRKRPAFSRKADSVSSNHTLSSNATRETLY
NOD2 inhibition: inhibition of NOD2-driven NF-kB reporter – cell-based, luminescence, uHTS, HEK293 (AID 1566); HEK293 NOD2/NF-kB luciferase reporter, luminescence; higher % means a stronger effect; one-dose inhibition, % at 4 µM; EC50 in µM for titrated hits; 290,000 compounds, 0.63% hits; also: many of its hits are not listed in these tables
KOR beta-arrestin-2: kappa opioid receptor activators – cell-based, luminescence, uHTS, primary screen (AID 1777); KOR beta-arrestin recruitment, luminescence; higher % means a stronger effect; activation, % at 10 µM; hits with a dose series show EC50 in µM; 280,000 compounds, 0.02% hits; in the data active = activation above about 50%, passing the limit was not always enough; also: a part of the inactive calls stands beside numbers as strong as those of hits
GPR55 beta-arrestin: selective activators of receptor GPR55 – imaging, U2OS cells, beta-arrestin-GFP redistribution, primary screen (AID 1961); U2OS GPR55 beta-arrestin-GFP redistribution imaging; higher % means a stronger effect; activation, % at 10 µM; hits with a dose series show EC50 in µM; 290,000 compounds, 0.048% hits;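 active = activation above 40% with more than 50 cells counted in the well; inconclusive = wells holding fewer than 50 cells, flagged as toxic or sparse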;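 also: U2OS osteosarcoma cells stably expressing GPR55 and beta-arrestin-GFP; plate controls were DMSO negative control for no effect and LPI positive control for full effect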
Myeloid diff 2: myeloid differentiation induction. calls only at 10 µM. 360,000 compounds, 1% hits. ER-HoxA9 myeloid progenitors, lysozyme-GFP differentiation, flow cytometry;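 active = normalized GFP-positive differentiation at or above the plate's own cutoff, the solvent-only control mean plus 3 SD; inconclusive = no clear call, values can overlap the other calls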;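 also: cells exposed to compound for four days before flow analysis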
T cell HTS vesicle-bound %: recorded beside T cell HTS, whose call it bears; double positive events, %; measured here: CD8+ vesicle-bound cell fraction;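 binding gate set so that unloaded-vesicle control wells show 10% double positive cells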
NTR1 agonist cell count 20 µM: recorded beside NTR1 agonist, whose call it bears; cell count; measured here: cell count, cytotoxicity flag
Myeloid diff 2 GFP+ MAC1+ %: recorded beside Myeloid diff 2, whose call it bears; GFP+ MAC1+ double positive, %; measured here: differentiation confirmed by MAC1 staining
Starred values were filed as active, the others as inactive; i = inactive; u = inconclusive; x = no result given; + = active, no number; [ ] = remark or other dose. Rule as the data show it, unless noted: active = inhibition above about 50%; inactive = the rest. A portion of the library; the hit share may differ from the screen's.

SMILES	GPR55 antagonists	KOR beta-arrestin-1	NOD1 NF-kB reporter	T cell HTS	T cell HTS vesicle-bound %	NTR1 agonist	NTR1 agonist cell count 20 µM	NOD2 inhibition	KOR beta-arrestin-2	GPR55 beta-arrestin	Myeloid diff 2	Myeloid diff 2 GFP+ MAC1+ %
CC1(C(=O)N(CC(=O)NC2CCCC2)Cc2ccccc2)CC(=O)N=C2C=CC=CN21 (stereo unspecified)	u	1%	-9%	i	41	-3.2	61	22%	-0.7%	-0.2%	i	1.3
Cc1ccc(CN2CCN(/N=C/c3ccc(C(=O)O)cc3)CC2)c(C)c1	7%	-48%[20 µM]	34%	i	25	-0.2	35	27%	-0.7%	-0.1%	i	0.1
Cc1cccc(NC(=O)CSc2nc3ccccc3nc2N2CCCC2)c1	8%	-23%[20 µM]	-8%	i	36	0.6	55	-44%	-8.4%	0.0%	i	6.8
O=C1NCC2=C1C(c1ccc(Br)cc1)Nc1ccccc1N2 (stereo unspecified)	17%	-11%	-14%	i	22	1.2	75	-13%	0.2%	-0.2%	i	2.2
COC(=O)c1cc(OC)c(OC)cc1NC(=O)Nc1ccc(OC)cc1	15%	16%	-5%	i	10	-0.4	37	19%	-4.3%	0.3%	i	0.6
CC1CC(=O)C2=C(C1)Nc1ncnn1C2c1ccccc1 (stereo unspecified)	5%	1%	13%	i	15	-0.8	78	20%	2.2%	-0.1%	i	1.9
CCN(C(=O)CCc1ccccc1)C1CCCCC1	4%	-31%	2%	i	11	0.3	50	-1%	2.1%	-0.2%	i	0.3
COc1ccc(C(C)=O)cc1CSc1nnc2c(Cl)cc(Cl)cn12	-6%	-6%	5%	i	43	1.4	52	14%	-5.2%	1.6%	i	0.7
Cc1ccccc1N=C/C=C1\N(C)c2ccccc2C1(C)C	7%	-6%	0%	i	5	3.4	68	-26%	-2.0%	-0.1%	i	0.5
CCOC(=O)NN1C(=O)c2ccccc2NC1c1ccc(N(C)C)cc1 (stereo unspecified)	-10%	-28%	6%	i	48	-2.4	40	-2%	1.0%	2.2%	i	0.9
Cn1c(=O)[nH]c(=O)c2c1nc(CN(Cc1ccccc1)Cc1ccccc1)n2CCN1CCOCC1	1%	x	23%	i	13	0.3	53	17%	x	-0.1%	i	6.3
COc1ccc(NC(=O)c2sc(NC(=O)C3CC3)nc2C)cc1	2%	-13%[20 µM]	-16%	i	38	0.6	58	12%	-1.4%	1.2%	i	0.2
CCS(=O)(=O)NCCc1ccc(OC)c(OC)c1	8%	13%	-19%	i	40	-1.5	82	0%	-1.7%	0.5%	i	1.7
Cc1cc(C(=O)NC(C)C2CCCO2)no1 (stereo unspecified)	8%	-55%[20 µM]	-33%	i	51	-2.3	47	2%	0.3%	-0.1%	i	0.3
CC(C)(C)NC(=S)NCc1ccncc1	7%	-20%	-25%	i	63	0.2	79	13%	0.5%	-0.3%	i	0.1
CS(=O)(=O)c1nc2c(cc1C#N)CCCC2	-8%	-41%[20 µM]	-12%	i	49	0.4	84	14%	-4.0%	-0.1%	i	0.3
Cc1ccsc1/C=N/NC(=O)CNC(=O)c1ccc(S(=O)(=O)N2CCOCC2)cc1	-12%	-5%	-27%	i	40	-0.4	96	1%	-2.6%	0.6%	i	0.3
CC(NC(=O)c1cccs1)C(c1cccs1)N1CCN(Cc2ccccc2)CC1 (stereo unspecified)	3%	-14%	-25%	i	42	1.2	61	8%	0.6%	0.0%	i	5.2
CCOC(=O)c1ccc(CNC(=O)Cn2nnc(-c3ccccc3F)n2)o1	-4%	-31%	-43%	i	46	0.3	67	1%	-2.4%	-0.5%	i	0.9
CC(=O)c1sc(NC(=O)c2cccc3ccccc23)nc1C	11%	-7%	-9%	i	42	0.3	27	-14%	-4.7%	0.2%	i	1.8
O=C(/C=C/c1cc(Br)ccc1F)Nc1cccnc1	-2%	-8%	-10%	i	36	-1.3	38	-15%	-5.7%	-0.2%	i	1.7
Cc1ccc(Cl)cc1N1CCN(C(CC(C)C)c2nnnn2CC2CCCO2)CC1 (stereo unspecified)	-4%	-60%	23%	i	38	1.4	50	-179%	-0.2%	-0.1%	i	1.2
OCC(O)C(O)C(O)C(O)c1nc2ccccc2[nH]1 (stereo unspecified)	-2%	-5%	-1%	i	66	-0.1	50	-2%	4.7%	-0.3%	i	0.4
COc1ccc(C)cc1N(CC(=O)NC1CCCC1)C(=O)CCC(=O)Nc1nc(C)cs1	16%	-23%	-5%	i	44	-3.8	54	8%	0.9%	0.2%	i	5.0
Cc1c(/C=N/NC(=O)CNc2ccccc2)c2ccccn2c1C(=O)c1ccc(Cl)cc1	8%	-5%	-16%	i	53	7.7	56	16%	-2.0%	0.4%	i	1.3
Cc1cc(C)n(CCNC(=O)C2CCC(=O)N(CCc3cccc(F)c3)C2)n1 (stereo unspecified)	-3%	2%	-1%	i	35	0.2	64	-19%	3.3%	-0.1%	i	0.4
CC1=CC(=C2C(=O)c3ccccc3C2=O)C=C(C)N1C	9%	-9%	-1%	i	44	0.9	71	-62%	-0.9%	-0.1%	i	0.7
O=C(COc1ccc(C(=O)c2ccccc2)cc1)NC1CCCCC1	-7%	-5%	33%	i	19	2.1	84	27%	-2.4%	-0.4%	i	0.2
CCCn1c(C2CCCN2c2nc(-c3ccc(C)cc3)cs2)nc2cc(Cl)c(N3CCCCC3)cc21 (stereo unspecified)	6%	-9%[20 µM]	5%	i	38	-0.4	55	-32%	x	-0.3%	i	1.1
Cc1noc(C)c1S(=O)(=O)N(CCc1ccccc1)Cc1ccccc1	16%	11%	-22%	i	55	1.0	44	-3%	-0.9%	0.3%	i	0.7

Copied from the list.
NOD2 inhibition, Cc1ccccc1N=C/C=C1\N(C)c2ccccc2C1(C)C stands at -26%
Myeloid diff 2 GFP+ MAC1+ %, O=C(COc1ccc(C(=O)c2ccccc2)cc1)NC1CCCCC1 stands at 0.2
NOD1 NF-kB reporter, Cc1cc(C)n(CCNC(=O)C2CCC(=O)N(CCc3cccc(F)c3)C2)n1 (stereo unspecified) stands at -1%

(further entries)
SMILES	GPR55 antagonists	KOR beta-arrestin-1	NOD1 NF-kB reporter	T cell HTS	T cell HTS vesicle-bound %	NTR1 agonist	NTR1 agonist cell count 20 µM	NOD2 inhibition	KOR beta-arrestin-2	GPR55 beta-arrestin	Myeloid diff 2	Myeloid diff 2 GFP+ MAC1+ %
COc1ccccc1OCC(=O)Nc1ccc(S(=O)(=O)Nc2cc(C)nc(C)n2)cc1	0%	1%	-2%	i	31	-0.9	57	-3%	-0.2%	0.0%	i	0.7
COc1ccc(/C=N/Nc2nc(C)cc(-c3ccccc3)n2)c(OC)c1	9%	-6%	-7%	i	62	0.5	56	10%	0.1%	0.3%	i	0.5
C=CCNC(=O)CC1C(=O)NCCN1Cc1ccc(-c2ccccc2)cc1 (stereo unspecified)	-4%	11%[20 µM]	-17%	i	10	-0.7	72	-2%	-11%	0.2%	i	0.5
COc1ccc(C2(C(=O)Nc3ccc(S(N)(=O)=O)cc3)CCCC2)cc1	2%	-1%	-18%	i	18	-0.5	54	2%	-4.7%	-0.2%	i	0.3
CC(O)[C@H]1CNC(=O)C(=O)N1CCc1cccc2ccccc12 (stereo partly specified)	12%	6%	-8%	i	12	-3.4	90	-2%	-0.3%	-0.1%	i	1.0
COc1ccc(C(=O)CSc2nnc(-c3ccoc3C)n2CC2CCCO2)cc1 (stereo unspecified)	5%	-9%	-8%	i	49	0.2	58	6%	-2.3%	-0.2%	i	2.6
Cc1cc(OCC(=O)NNC(=O)c2cccnc2)cc(C)c1Cl	-6%	1%	-13%	i	9	-0.1	73	1%	-4.7%	-0.1%	u	x
Oc1ccc(F)c2cccnc12	2%	-29%	-5%	i	62	2.7	49	6%	-0.8%	0.1%	i	0.6
CNCc1c(OCc2ccccc2)ccc2ccccc12	7%	-18%	33%	i	49	1.0	50	12%	7.0%	0.3%	i	0.5
O=C(c1ccoc1)N1CCC2(CC1)Oc1ccc(F)cc1C(=O)C21CC(c2ccc(Cl)cc2)=NO1 (stereo unspecified)	17%	24%	4%	i	46	4.1	88	17%	-1.0%	0.4%	+	5.1*
O=C(CN1CCOCC1)Nc1ccccc1NC(=O)C1CCN(c2ncccn2)CC1	10%	34%	-22%	i	13	-0.7	42	-11%	9.1%	0.0%	i	6.4
O=C(O)c1cccc(N/N=C/c2ccc(F)c(F)c2)c1	3%	-19%	-12%	i	50	1.0	58	-138%	6.0%	0.4%	i	0.3
COc1cccc(Cn2c(=S)[nH]c3ccc(N4CCOCC4)cc3c2=O)c1	0%	16%	-22%	i	32	0.4	90	-1%	-1.2%	-0.1%	i	1.7
CCOC(=O)c1sc(=NC(=O)COc2ccccc2)n(C)c1C	-4%	-22%	-53%	i	40	2.3	61	-15%	0.4%	-0.6%	i	0.8
Cc1cccc(OCC(O)CN2CCN(CCN3C(=O)c4cccc5cccc(c45)C3=O)CC2)c1C (stereo unspecified)	11%	-15%	-22%	i	41	6.9	28	-33%	4.2%	0.0%	i	1.3
COC(=O)c1cnc(Nc2ccc(Cl)cc2)c([N+](=O)[O-])c1	4%	27%	-9%	i	13	1.2	56	5%	2.4%	0.2%	i	0.5
CN1C(=O)c2ccc(NC(=O)C3CC3)cc2C1=O	15%	22%	-31%	i	18	0.1	58	-6%	-4.2%	0.4%	i	0.4
